# From PubChem BioAssay
# KB-3-1 cytotox: qHTS assay for MDR1-selective chemotherapeutics: Primary screen using the parental adenocarcinoma cell KB-3-1. Potency, µM (highest dose often 46.1 µM), inactives show top-dose activity change, negative = cytotoxic, usual class: cytotoxic. 400,000 compounds, 1.4% hits. AID 1347075, 2019. KB-3-1 viability, CellTiter-Glo ATP luminescence, 72 h; further: potency means the concentration at half of the fitted maximal effect; on the % scale 0 is the no-effect control and ±100 the full control effect; nearly all actives have a fitted effect of over 60% in size
#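 Screening of KB-3-1 cells (DMEM, 10% FBS, phenol-red free) ran from lowest to highest compound concentration; after 72 h at 37 °C viability was read luminescently and curves fitted.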
# HT1080NT lethal: qHTS for induction of synthetic lethality in tumor cells producing 2HG: qHTS for the HT-1080-NT fibrosarcoma cell line; AID 686970, 2013; HT-1080-NT fibrosarcoma viability, CellTiter-Glo ATP luminescence, 48 h; Potency, µM (titrated, usually from 46.1 µM), inactives show at the top dose activity, negative = less viability, actives largely listed as cytotoxic; 360,000 compounds, 1.6% hits;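 further: NT is the 2HG producing partner of a matched IDH1 knockdown line; potency means the concentration at half of the fitted maximal effect; 0% = DMSO-treated cells and -100% = media-only wells without cells; nearly all actives have a fitted effect of over 55% in size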
#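 Fibrosarcoma NT cells, 750 per well in 5% FBS RPMI, were exposed to compound for 48 hours. Viability: CellTiter-Glo luminescence.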
# IL-1B inflam inh: qHTS for Inhibitors of Inflammasome Signaling: IL-1-beta AlphaLISA Primary Screen; 360,000 compounds, 4.7% hits; activity change, % at 57.5 µM; AID 743279, 2014; THP-1 LPS/ATP IL-1B secretion, AlphaLISA, 16 h; active compounds read low; in the data active means activity change below about -50%; inconclusive means mostly about -30% to -49%; further: on the % scale 0 is the no-effect control and ±100 the full control effect
#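 Secreted IL-1B measured by AlphaLISA bead assay after 16 h compound exposure of THP-1 cells; compounds (final up to 57.5 uM) added 1 h before LPS (250 ng/mL) and ATP (1.25 mM) stimulation; lower signal means less secretion.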
# KB-V1 cytotox: qHTS assay for MDR1-selective chemotherapeutics: Primary screen using the drug-selected MDR subline cells KB-V1; KB-V1 MDR cells viability, CellTiter-Glo, 72 h; Potency, µM (highest dose often 46.1 µM), inactives show top-dose activity change, negative = cytotoxicity, hits mostly cytotoxic; 400,000 compounds, 3.4% hits; AID 1347076, 2019; further: potency means the concentration at half of the fitted maximal effect; on the % scale 0 is the no-effect control and ±100 the full control effect; nearly all actives have a fitted effect of over 60% in size
#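 Compound-treated KB-V1 multidrug-resistant cells, 72 h, 37 degrees C; viability by CellTiter-Glo. Fitted qHTS curves give the values.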
# HT1080 IDH1KD tx: qHTS for induction of synthetic lethality in tumor cells producing 2HG: qHTS for the HT-1080-IDH1KD cell line. HT-1080 IDH1 knockdown viability, ATP luminescence, 48 h. Potency, µM (titrated, usually from 46.1 µM), for inactives: at the highest dose activity, negative = toxicity, usual class: cytotoxic. 360,000 compounds, 2% hits. AID 686971, 2013;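 further: potency means the concentration at half of the fitted maximal effect; 0% = DMSO wells and -100% = cell-free medium wells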
#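 Using the IDH1-knockdown HT-1080 line run in the same batch and compound series as the NT line, viability after 48 h at 37 °C was determined by CellTiter-Glo luminescence and expressed as % activity.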
# GLP-1R agonist: qHTS of GLP-1 Receptor Agonists | Glucagon-like peptide 1 receptor (Homo sapiens), P43220 | HEK293 GLP-1R CRE-luciferase, luminescence, 4-6 h; cells express a hypersensitive GLP-1R form | Potency, µM (doses to about 45.6 µM), for inactives: top-dose activation, usual class: activators | 380,000 compounds, 0.007% hits; further: potency means the concentration at half of the fitted maximal effect; % of control where 0% means no effect
# Target sequence (P43220 whole entry, looked up): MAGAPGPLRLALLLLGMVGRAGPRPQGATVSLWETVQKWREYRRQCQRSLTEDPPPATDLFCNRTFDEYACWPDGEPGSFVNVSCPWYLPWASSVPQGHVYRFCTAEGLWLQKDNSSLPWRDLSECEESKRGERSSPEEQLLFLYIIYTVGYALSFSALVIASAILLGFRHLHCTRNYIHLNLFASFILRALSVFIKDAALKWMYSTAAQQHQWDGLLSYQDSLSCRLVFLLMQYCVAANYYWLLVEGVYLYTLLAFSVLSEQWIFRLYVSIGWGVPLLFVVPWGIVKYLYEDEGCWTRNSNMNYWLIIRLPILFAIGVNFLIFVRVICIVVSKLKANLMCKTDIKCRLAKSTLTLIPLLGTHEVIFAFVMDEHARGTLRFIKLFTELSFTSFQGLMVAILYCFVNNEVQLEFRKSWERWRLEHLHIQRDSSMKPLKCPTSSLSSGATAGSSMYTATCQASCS
# DRD3 antagonist: qHTS of D3 Dopamine Receptor Antagonist: qHTS; D(3) dopamine receptor (Homo sapiens), P35462; D3R cells, DiscoveRx beta-arrestin luminescence, antagonist mode; active compounds read low; max response, negative = inhibition, %; 360,000 compounds, 2.5% hits; in the data active means max response below about -50%; inconclusive means no clear call, values can overlap the other calls; further: on the % scale 0 is the no-effect control and ±100 the full control effect; mostly tested at two doses, the higher about 12 µM
# Target sequence (P35462 whole entry, looked up): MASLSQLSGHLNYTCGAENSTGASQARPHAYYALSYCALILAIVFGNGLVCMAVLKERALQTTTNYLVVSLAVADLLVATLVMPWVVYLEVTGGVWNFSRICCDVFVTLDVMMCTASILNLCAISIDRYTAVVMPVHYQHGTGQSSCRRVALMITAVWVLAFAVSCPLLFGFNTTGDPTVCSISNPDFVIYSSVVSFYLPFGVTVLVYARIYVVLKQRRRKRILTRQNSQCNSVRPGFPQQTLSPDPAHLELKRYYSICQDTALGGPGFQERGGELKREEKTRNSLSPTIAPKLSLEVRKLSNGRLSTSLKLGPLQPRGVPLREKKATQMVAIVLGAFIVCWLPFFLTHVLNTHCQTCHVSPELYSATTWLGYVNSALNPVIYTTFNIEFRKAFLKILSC
#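 Cells expressing the human receptor were seeded at 1500 cells/well, incubated overnight at 37 degrees C in 5% CO2, then exposed to library compounds with dopamine controls for 90 minutes at 37 degrees C before luminescent detection.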
# D3 ag: qHTS of D3 Dopamine Receptor Agonist: qHTS | D(3) dopamine receptor (Homo sapiens), P35462 | D3R DiscoveRx beta-arrestin cells, luminescence, 90 min | max activation, % | 410,000 compounds, 0.58% hits | AID 652048, 2013; in the data active means max activation above about 30%; further: 0% is about no effect; mostly tested at two doses, the higher about 12 µM
#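 Cells at 1500/well, incubated overnight, then treated with pinned compounds (dopamine as control) for 90 min at 37 degrees C. DiscoveRx reagent added for 30 - 60 minutes at room temperature; luminescence read.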
# SW480 rereplic: A quantitative high throughput screen for small molecules that induce DNA re-replication in SW480 colon adenocarcinoma cells. 340,000 compounds, 1.8% hits. Potency, µM (highest dose often 46.1 µM), inactives show top-dose re-replication activation, actives largely listed as activators. AID 624297, 2012. SW480 DNA re-replication, Hoechst DNA content imaging, 48 h; further: potency means the concentration at half of the fitted maximal effect; % of control where 0% means no effect; nearly all actives have a fitted effect of over 55% in size
#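 Readout is total intensity of Hoechst-stained nuclei, excited at 405 nm and collected at 500-530 nm. Compound treatment lasted 48 hr at 37 C in 5% CO2 before staining.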
# * hit, by the source's call; ? = inconclusive; · = not tested or not shown; ! = not active in a repeat; [ ] = remark or other dose. Unless noted, the call rests on the fitted dose curve; in most records, active means well fitted curve in the direction sought with a large enough effect; inconclusive means small, poorly fitted or top-dose-only effect, or another doubt; inactive means no such curve, though single readings can be large; an effect the other way counts as inactive or inconclusive. Rows were taken by chance; 12% or so of the library scored in one or more.
# Sample of the layout:
SMILES,KB-3-1 cytotox,HT1080NT lethal,IL-1B inflam inh,KB-V1 cytotox,HT1080 IDH1KD tx,GLP-1R agonist,DRD3 antagonist,D3 ag,SW480 rereplic
COc1ccc(CN(CC2CCC(C(=O)O)CC2)C(=S)Nc2ccccc2OC)cc1 (stereo not given),-3%,13%,56,-3%,18%,1%,-3,-7,-5%
COc1ccccc1CNC(=O)c1cc(-c2ccccc2)nn1Cc1cc(C)no1,10%,0%,-23,3%,0%,7%,-12,13,5%
Cc1ccc(C(NC(=O)N2CC(C)OC(C)C2)C(Cl)Cl)cc1F (stereo not given),-5%,14%,7,-3%,8%,-1%,6,-1,-4%
Cc1cc(C)nc(SCc2ccc(Br)cc2)n1,21%,8%,-20,-2%,11%,0%,-18,-10,-2%
S=C(c1ccc2c(c1)OCO2)N1CCCC1,-9%,10%,18,6%,8%,6%,-17,0,-3%[9.22 µM]
Cc1ccccc1Cn1cnc2c(NS(C)(=O)=O)c(C)c(C)cc21,?,-7%,-12,16µM*,-11%,5%,-13,2,-10%
O=C(COc1cccc(F)c1)Oc1ccc(C(=O)c2ccccc2)cc1,-8%,6%,0,-11%,8%,-5%,?,2,?

# Results, repeating the preview:
SMILES,KB-3-1 cytotox,HT1080NT lethal,IL-1B inflam inh,KB-V1 cytotox,HT1080 IDH1KD tx,GLP-1R agonist,DRD3 antagonist,D3 ag,SW480 rereplic
COc1ccc(CN(CC2CCC(C(=O)O)CC2)C(=S)Nc2ccccc2OC)cc1 (stereo not given),-3%,13%,56,-3%,18%,1%,-3,-7,-5%
COc1ccccc1CNC(=O)c1cc(-c2ccccc2)nn1Cc1cc(C)no1,10%,0%,-23,3%,0%,7%,-12,13,5%
Cc1ccc(C(NC(=O)N2CC(C)OC(C)C2)C(Cl)Cl)cc1F (stereo not given),-5%,14%,7,-3%,8%,-1%,6,-1,-4%
Cc1cc(C)nc(SCc2ccc(Br)cc2)n1,21%,8%,-20,-2%,11%,0%,-18,-10,-2%
S=C(c1ccc2c(c1)OCO2)N1CCCC1,-9%,10%,18,6%,8%,6%,-17,0,-3%[9.22 µM]
Cc1ccccc1Cn1cnc2c(NS(C)(=O)=O)c(C)c(C)cc21,?,-7%,-12,16µM*,-11%,5%,-13,2,-10%
O=C(COc1cccc(F)c1)Oc1ccc(C(=O)c2ccccc2)cc1,-8%,6%,0,-11%,8%,-5%,?,2,?
O=C1CN(c2nc(-c3cccnc3)nc3sc4c(c23)CCCC4)CCN1,-17%,?,·,-4%,?,?,35,2,-1%
COc1ccc(-n2nc(C)cc2N)cc1,3%,11%,9,-3%,0%,2%,-1,3,-18%
CN(C)/C=C/C(=O)c1ccc(F)cc1,0%,-9%,-8,-2%,1%,-3%,20,1,-13%
COc1ccc(CNC(=O)CSCc2ccccc2Cl)cc1,-5%,0%,13,0%,0%,8%,-12,-7,0%
CCCCn1c(N)c(N(CC)C(=O)c2ccccc2C)c(=O)[nH]c1=O,2%,2%,0,-1%,-1%,1%,4,3,2%
C=CCN=C1SC(C)C(=O)N1S(=O)(=O)c1ccccc1 (stereo not given),?,12%,8,-8%,7%,-10%,9,0,2%[9.22 µM]
COc1cccc(/C=N/NC(=O)c2ccc(-n3cnnn3)cc2)c1,2%,?,-8,?,?,0%,11,-2,-3%
CCN(CC)C(=O)c1[nH]cnc1C(=O)Nc1ccon1,4%,2%,14,-13%,-4%,8%,14,8,-5%

# Next part; it opens with the 2 that closed the last part.
SMILES,KB-3-1 cytotox,HT1080NT lethal,IL-1B inflam inh,KB-V1 cytotox,HT1080 IDH1KD tx,GLP-1R agonist,DRD3 antagonist,D3 ag,SW480 rereplic
COc1cccc(/C=N/NC(=O)c2ccc(-n3cnnn3)cc2)c1,2%,?,-8,?,?,0%,11,-2,-3%
CCN(CC)C(=O)c1[nH]cnc1C(=O)Nc1ccon1,4%,2%,14,-13%,-4%,8%,14,8,-5%
O=C(NCc1ccncc1)/C(=N/O)c1ccccc1,-2%,9%,6,-6%,8%,-1%,-53*,9,-12%
CN(C)C1(CNC(=O)C2CCN(S(=O)(=O)c3cccc(C(F)(F)F)c3)CC2)CCCCC1,·,-5%,-10,·,-8%,-7%,23,1,-4%
COc1ccc2[nH]c3c(c2c1)CCN1C(=O)C(CC(=O)NCCCN(C)C)C[C@H](C(=O)N(C(C)C)C(C)C)[C@@]31C (stereo not given in full),0%,-2%,-1,0%,1%,10%,0,12,-43%[inhibitor]
CCSc1nnc(NC(=O)c2csc3c2CCCC3)s1,-27%,1%,6,-6%,-2%,-7%,20,14,15µM*
COc1ccc(CN2CC(=O)N(c3cc(Cl)ccc3OC)C2=S)cc1OC,0%,-20%,3,-9%,-10%,28%,31,5,17%
CC(C)NCC(O)c1ccc(O)c(O)c1 (stereo not given),0%,?,-25,9%,10%,?,20,39*!,?
CC(=O)N1c2ccc(S(=O)(=O)NCCC(=O)NCc3ccc(F)cc3)cc2CC1C (stereo not given),7%,29%,-3,0%,15%,2%,-7,-1,-2%
Cc1c(C=Nc2ccc(S(=O)(=O)N(C)C)cc2)c(O)[nH]c(=O)c1C#N,-22%,3%,15,18%,19%,-1%,9,1,2%
CCOC(=O)[C@]12CCC=C1N(Cc1ccco1)C(=O)[C@H](CC(=O)NCCCCc1ccccc1)C2,4%,-21%,-17,-5%,-14%,3%,-5,4,·
CC(NC(=S)NCc1ccccc1)C12CC3CC(CC(C3)C1)C2 (stereo not given),12%,5%,0,16%,8%,16%,9,5,-17%
COc1ccc(C2CC(c3ccc4ccccc4c3OC(C)=O)=NN2C(=O)/C=C/c2ccccc2)cc1 (stereo not given),?,-4%,-1,?,-8%,0%,-3,-7,-5%
CSc1ncccc1C(=O)Nc1cccc(C)n1,-4%,20%,-9,11%,20%,-1%,12,2,3%
Cc1cccc(C)c1NC(=S)Nc1c(C)n(C)n(-c2ccccc2)c1=O,0%,-3%,-9,-14%,-6%,10%,-12,0,-3%
C=CCOn1c(=O)c(-c2cccs2)[n+]([O-])c2ccccc21,10%,-4%,-3,?,-7%,8%,-28,-7,-2%
CCOc1ccc(NC(=O)CN2CCN(C(=O)C3CCCO3)CC2)cc1 (stereo not given),-1%,6%,17,-6%,0%,-9%,7,5,-2%

# Compound profiles (already shown). Screens in order: KB-3-1 cytotox	HT1080NT lethal	IL-1B inflam inh	KB-V1 cytotox	HT1080 IDH1KD tx	GLP-1R agonist	DRD3 antagonist	D3 ag	SW480 rereplic
# O=C(NCc1ccncc1)/C(=N/O)c1ccccc1 is listed with -2%	9%	6	-6%	8%	-1%	-53*	9	-12%
# CC(NC(=S)NCc1ccccc1)C12CC3CC(CC(C3)C1)C2 (stereo not given) is listed with 12%	5%	0	16%	8%	16%	9	5	-17%

# Further structures.
SMILES,KB-3-1 cytotox,HT1080NT lethal,IL-1B inflam inh,KB-V1 cytotox,HT1080 IDH1KD tx,GLP-1R agonist,DRD3 antagonist,D3 ag,SW480 rereplic
Cc1ccccc1CC(=O)Nc1ccon1,-11%,-1%,5,?,3%,-6%,0,2,3%
Cn1c(=O)c(Sc2ccccc2)c(O)c2ccccc21,-15%,-3%,0,18%,-3%,-2%,1,-4,0%
CS(=O)(=O)Nc1cccc(-c2cc(NC=O)c3ncc(-c4ccc(F)cc4)n3c2)c1,-13%,12µM*,34,?,8.2µM*,12%,18,2,·
COc1ccc(OCC(O)CN2CCCC2)cc1 (stereo not given),3%,-2%,2,?,5%,-4%,-8,8,1%
O=C(N/N=C/c1ccsc1)c1ccc2c(c1)OCO2,2%,5%,-10,-6%,-5%,0%,-23,-16,-4%
CC(=O)N1Cc2ccccc2CC1C(=O)OCC(=O)c1c(N)n(C)c(=O)n(C)c1=O (stereo not given),0%,-4%,-1,27%,2%,5%,0,0,-3%
CCOc1ccc(C2Nc3ccccc3NC3=C2C(=O)CC(C)(C)C3)cc1OC (stereo not given),3%,20%,1,-20%,8%,-1%,-4,-2,-2%
CCOC(=O)C1CCN(C(=O)COC(=O)C2CCN(S(=O)(=O)c3ccc(C)c(C)c3)CC2)CC1,-1%,1%,8,-10%,-3%,0%,16,5,-2%
COc1ccc(OCc2n[nH]c(=S)o2)cc1,9%,15%,0,?,9%,-1%,7,1,-7%
COc1ccc(-c2noc(COc3ccc(Cl)c(C)c3)n2)cc1,-5%,3%,22,?,7%,-6%,37,6,-5%
COc1ccc(NC2CCCN(C(=O)CCN3Cc4ccccc4C3=O)C2)cc1 (stereo not given),24%,1%,-2,1%,3%,6%,-5,-3,-16%
COC(=O)[C@H](C)[C@H]1C[C@]1(C)[C@H](NC(=O)OCc1ccccc1)c1ccccc1,10%,7%,24,-4%,5%,4%,20,7,1%
CC1C(=O)Nc2ccccc2N1C(=O)c1ccc(O)cc1 (stereo not given),11%,3%,-19,-10%,10%,2%,1,-4,-9%
O=C(CCc1nc2ccccc2c(=O)[nH]1)Nc1nnc(SCc2ccccc2)s1,27%,8%,16,4%,16%,-8%,9,2,-11%
O=C(COc1ccc(Cl)cc1)NCCCNC(=O)c1cnccn1,2%,1%,7,0%,5%,4%,9,3,-3%
O=C1C2C3C=CC(CC3)C2C(=O)N1c1cccc(Br)c1 (stereo not given),-3%,-9%,6,3%,-2%,18%,-15,-14,-8%
